# From PubChem
# BH1578 lux ind: quorum light induction in luxS cqsA deficient V. cholerae | activation, % at 18.7 µM | AID 588436 | V. cholerae BH1578 lux reporter, luminescence, 6 h | 350,000 compounds, 0.16% hits; in the data active means activation mostly above about 9.7%, no sharp cut-off; further: not every result past the cut was called active; inactives centre near 0; reference of the scale not given here
# Anthrax LF prot: inhibitors of Bacillus anthracis lethal factor protease. inhibition, % at 10 µM. 360,000 compounds, 0.12% hits. multiplex microsphere protease cleavage assay, LF. AID 588501; in the data active means inhibition above about 30%; further: plate controls were buffer without enzyme for full effect and enzyme alone for no effect
# Y pestis TopoI: Y. pestis Topo-I inhibition via cleavage products; Y. pestis Topo-I cleavage product accumulation, plate reader; activity, % at 10 µM; 360,000 compounds, 0.064% hits; in the data active means activity above about 50%, passing the limit was not always enough; further: inactives centre near 2
# VHR inh abs: inhibitors of human VHR1 phosphatase (DUSP3); 290,000 compounds, 0.52% hits; inhibition, % at 13.3 µM; recombinant VHR phosphatase, pNPP absorbance; in the data active means inhibition above about 50%; further: some compounds called inactive have numbers as strong as hits
# PriA SSB inh: K. pneumoniae PriA-SSBct interaction inhibition; AlphaScreen SSBct-PriA binding, biotinylated peptide; AID 1272365; inhibition, % at 33 µM; 430,000 compounds, 0.6% hits; in the data active means inhibition mostly above about 37%, no sharp cut-off; inactive means mostly below about 20%;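 further: plate controls were negative control peptide for no effect and reference peptide for full effect; strong numbers were not always called active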
# PfHsp40 yeast: compounds rescuing yeast from Plasmodium falciparum HSP40 toxicity; 340,000 compounds, 0.68% hits; growth rescue, % at 12.5 µM; S. cerevisiae expressing PfHsp40, growth rescue, ATP luminescence; AID 504582; in the data active means growth rescue above about 28%, passing the limit was not always enough;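 further: yeast W303a lacking pdr1 and pdr3 grown in galactose medium; growth measured after three days at 30 °C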
# TcdB inh: TcdB glycohydrolase inhibition; P18177; TcdB glycohydrolase enzymatic assay, plate reader; inhibition, % at 9.99 µM; 350,000 compounds, 0.24% hits; AID 652162; in the data active means inhibition above about 10%
# Target sequence (P18177 whole entry, looked up): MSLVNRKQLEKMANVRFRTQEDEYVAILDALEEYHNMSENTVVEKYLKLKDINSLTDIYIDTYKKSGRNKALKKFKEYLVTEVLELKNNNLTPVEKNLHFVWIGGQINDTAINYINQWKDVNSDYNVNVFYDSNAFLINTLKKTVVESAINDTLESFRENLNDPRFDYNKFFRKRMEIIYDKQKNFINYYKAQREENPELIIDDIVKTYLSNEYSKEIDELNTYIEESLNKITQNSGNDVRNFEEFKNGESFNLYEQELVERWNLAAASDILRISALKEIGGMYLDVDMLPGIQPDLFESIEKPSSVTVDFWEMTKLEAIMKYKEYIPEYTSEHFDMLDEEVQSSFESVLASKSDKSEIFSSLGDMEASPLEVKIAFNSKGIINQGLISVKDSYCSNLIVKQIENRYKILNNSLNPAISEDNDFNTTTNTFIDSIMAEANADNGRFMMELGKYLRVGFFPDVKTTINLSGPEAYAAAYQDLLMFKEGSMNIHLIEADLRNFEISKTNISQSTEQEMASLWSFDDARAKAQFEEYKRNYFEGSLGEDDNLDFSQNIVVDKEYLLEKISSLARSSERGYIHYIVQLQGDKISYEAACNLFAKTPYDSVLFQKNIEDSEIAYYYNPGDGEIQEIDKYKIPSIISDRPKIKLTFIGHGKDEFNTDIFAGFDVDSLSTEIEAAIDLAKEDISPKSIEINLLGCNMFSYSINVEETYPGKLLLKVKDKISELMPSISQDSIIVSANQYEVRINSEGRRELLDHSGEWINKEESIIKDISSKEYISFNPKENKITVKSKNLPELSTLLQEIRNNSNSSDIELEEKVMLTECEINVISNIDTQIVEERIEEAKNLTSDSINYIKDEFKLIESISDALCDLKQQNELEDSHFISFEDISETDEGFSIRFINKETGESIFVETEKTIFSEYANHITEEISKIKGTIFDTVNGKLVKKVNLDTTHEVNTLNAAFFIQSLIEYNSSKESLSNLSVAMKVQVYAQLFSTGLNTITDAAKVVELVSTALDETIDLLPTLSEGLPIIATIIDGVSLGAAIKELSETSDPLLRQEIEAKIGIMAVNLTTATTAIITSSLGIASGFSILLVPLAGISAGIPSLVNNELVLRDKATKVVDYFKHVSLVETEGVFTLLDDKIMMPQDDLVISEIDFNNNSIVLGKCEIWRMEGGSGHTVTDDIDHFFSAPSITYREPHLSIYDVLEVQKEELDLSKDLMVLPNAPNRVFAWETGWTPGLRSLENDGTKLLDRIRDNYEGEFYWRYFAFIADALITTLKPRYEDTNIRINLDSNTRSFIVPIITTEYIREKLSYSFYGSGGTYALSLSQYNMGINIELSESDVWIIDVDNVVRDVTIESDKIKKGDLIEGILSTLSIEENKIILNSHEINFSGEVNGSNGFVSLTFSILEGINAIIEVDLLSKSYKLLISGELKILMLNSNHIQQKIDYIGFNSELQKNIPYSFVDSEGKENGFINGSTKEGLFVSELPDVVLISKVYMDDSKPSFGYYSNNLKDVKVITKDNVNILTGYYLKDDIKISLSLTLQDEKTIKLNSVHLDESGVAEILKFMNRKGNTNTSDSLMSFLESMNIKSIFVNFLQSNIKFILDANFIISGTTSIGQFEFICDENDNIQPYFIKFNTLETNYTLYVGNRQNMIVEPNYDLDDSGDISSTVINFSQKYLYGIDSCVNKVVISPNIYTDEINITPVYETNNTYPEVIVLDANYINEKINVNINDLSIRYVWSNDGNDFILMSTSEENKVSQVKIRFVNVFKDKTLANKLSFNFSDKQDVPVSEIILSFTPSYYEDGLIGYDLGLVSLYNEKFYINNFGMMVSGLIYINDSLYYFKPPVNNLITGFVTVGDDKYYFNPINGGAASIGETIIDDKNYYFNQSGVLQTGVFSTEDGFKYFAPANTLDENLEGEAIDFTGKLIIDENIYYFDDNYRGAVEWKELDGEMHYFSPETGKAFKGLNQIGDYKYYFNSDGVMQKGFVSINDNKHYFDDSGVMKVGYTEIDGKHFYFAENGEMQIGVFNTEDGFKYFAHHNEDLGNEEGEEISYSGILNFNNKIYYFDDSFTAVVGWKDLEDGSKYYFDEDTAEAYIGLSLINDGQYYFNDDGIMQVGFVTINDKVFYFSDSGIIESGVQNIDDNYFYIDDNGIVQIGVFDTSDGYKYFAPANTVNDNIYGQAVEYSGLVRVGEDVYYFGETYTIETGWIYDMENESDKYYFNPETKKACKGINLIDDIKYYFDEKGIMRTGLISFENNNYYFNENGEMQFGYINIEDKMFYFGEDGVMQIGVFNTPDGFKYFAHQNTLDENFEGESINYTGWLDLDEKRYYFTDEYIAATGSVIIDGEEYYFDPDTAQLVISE
# Rv3671c protease: inhibits the M. tuberculosis serine protease Rv3671c. P9WHR9. inhibition, % at 5.96 µM. 320,000 compounds, 0.048% hits; in the data active means inhibition above about 38%;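 further: extracellular domain of Rv3671c used as enzyme; 0% = enzyme with DMSO and 100% = no enzyme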
# MazF activator: activators of E. coli MazEF toxin-antitoxin RNase; FAM/BHQ RNA-DNA oligo cleavage fluorescence, 5 h; activation, % at 20 µM; 350,000 compounds, 0.32% hits; AID 504720; in the data active means activation above about 50%
# 3CLpro inhibitor: SARS-CoV 3CLpro protease inhibition; 290,000 compounds, 0.14% hits; inhibition, % at 6 µM; P0C6X7; recombinant SARS-CoV 3CLpro, quenched FRET peptide cleavage; in the data active means inhibition above about 12%
# Active calls of the source: *; i = inactive; / = no result given. A portion of the library; rates above refer to the full screens.
canonical_smiles	Rv3671c protease	3CLpro inhibitor	PfHsp40 yeast	Anthrax LF prot	Y pestis TopoI	TcdB inh	MazF activator	VHR inh abs	PriA SSB inh	BH1578 lux ind
O=S(=O)(NC1CCCCC1)c1ccc(S(=O)(=O)N2CCN3CCCC3C2)cc1 (stereo unspecified)	-8	3	-2.3	3	-2	1.2	-2	28	1	1.6
Cc1ccc(-c2nc(NCc3ccco3)c3ccccc3n2)cc1	-53	-1	0.7	-2	-5	-0.4	6	5	-19	i
Cc1ccc(C(=O)N/C(=C/c2ccc(Cl)cc2)C(=O)N2CCOCC2)cc1	-1	4	-1.0	0	14	1.0	6	18	-6	-0.3
CCS(=O)(=O)N1CCN(Cc2ccc([N+](=O)[O-])cc2)CC1	3	-2	1.8	-1	-3	/	-4	2	-2	-0.3
Cc1nc(-c2cccc(NC(=O)C(C)Oc3ccccc3)c2)cs1 (stereo unspecified)	/	-1	0.8	-3	24	0.7	-4	15	-2	-0.8
Nc1nc(SCC(=O)NCc2ccco2)[nH]c(=O)c1-c1ccccc1	-8	-4	0.2	-4	1	/	3	10	-6	-4.5
Cc1ccc(-n2ccc(=O)c(C(=O)O)n2)cc1	-2	4	-1.3	0	2	/	3	-11	-14	-2.6
Cc1ccc(S(=O)(=O)N2CCOCC2)cc1C(=O)OCC(=O)NC1CC1	-9	/	-0.2	-6	7	0.4	11	/	-6	2.1
COc1ccc(C2(C(=O)NCCN3CCOCC3)CCOCC2)cc1	-4	-1	-0.4	-7	2	/	6	-1	-9	-0.3
N#Cc1ccsc1NC(=O)C1CCN(C(=O)c2ccc(F)cc2)CC1	6	/	-0.1	-1	2	-1.5	0	/	0	i
CSC1=C(C#N)C(c2ccccc2C)C(C#N)=C(N)N1 (stereo unspecified)	5	-2	0.6	0	-6	/	7	25	-3	i
CC1CCN(C(=O)C2CCCN2S(=O)(=O)c2ccc(Cl)cc2)CC1 (stereo unspecified)	-2	-2	0.2	0	0	-0.1	-3	24	-4	i
COc1ccc(-c2ccc(CCC(=O)O)n2NC(=O)c2ccc(O)cc2)cc1	-4	-3	0.2	-8	-3	-0.1	-6	26	2	-0.9
CC(C)(C)OC(=O)CNC(=O)c1[nH]cnc1C(=O)NCCCCCN	-6	/	0.1	-8	4	1.2	7	/	-2	i
Cc1ccc2nc(C)cc(C(=O)OCC(=O)c3ccc(Cl)c([N+](=O)[O-])c3)c2c1	0	4	0.3	-2	0	/	2	17	-12	0.5
CCOC(=O)c1cnc2c(C#N)c(C)nn2c1C	-9	-4	0.0	-7	6	/	0	-4	6	/
O=C(NCc1ccc2c(c1)OCO2)c1nc(Cn2ccc([N+](=O)[O-])n2)no1	0	-3	0.8	-9	-2	2.2	8	17	0	-0.8
O=C(O)c1cc2cc(Cl)ccc2[nH]1	/	/	1.8	-5	2	-0.1	-1	/	-10	-0.2
Cc1cccc(OCCC(=O)NCC(c2ccccc2)N(C)C)c1 (stereo unspecified)	10	-2	-0.6	-1	5	/	9	0	-16	i
COc1ccc(/C=C2\SC(=S)N(CCC(=O)Nc3cccc(C(=O)O)c3)C2=O)cc1OC	-7	7	2.4	-5	4	0.6	-4	19	3	-0.6
CC1Sc2ccc(S(=O)(=O)CCC(=O)N3CCN(c4ccccc4)CC3)cc2NC1=O (stereo unspecified)	-9	-5	-0.3	2	16	-1.1	6	16	6	-0.4
COCCNC(=O)Cn1cnc2c1c(=O)n(C)c(=O)n2C	6	5	-0.3	-1	-2	/	3	6	-8	i
CCC(O)CNc1nc(-n2nc(C)cc2C)nc2sc3c(c12)CC(C)(C)OC3 (stereo unspecified)	-5	-3	0.4	0	4	1.1	39	24	-3	-0.3
CN(C)c1nc(F)c(F)c(S(=O)(=O)c2ccccc2)c1F	2	-4	1.5	-9	-1	1.0	2	10	-18	-6.2
COc1cccc(NC(=O)CN(C)C(=O)c2cc(Cl)nc3ccccc23)c1	/	/	/	1	0	-0.6	-7	/	/	-0.5
C[C@H](NC(=O)[C@H]1N2C(=O)c3ccccc3C2SC1(C)C)C(=O)N1CCC[C@H]1C(=O)O (stereo partly specified)	9	6	-0.2	-5	6	0.2	4	-16	-4	-0.3
O=C(Nc1ccc2c(c1)OCCO2)C1CCN(C(=O)c2ccc(F)cc2)CC1	-18	-6	-1.7	-2	1	/	-7	25	-5	2.1
O=C(NNC(=S)Nc1ccc(Cl)cc1Cl)C1CC1	-4	-4	-0.1	1	-3	/	-4	11	-15	0.1
CCN(Cc1ccccc1)Cc1nnnn1Cc1ccccc1	-12	-2	-0.2	1	10	/	2	22	-28	i
COc1ccc(N2CCN(C(=O)c3nc4nc(C)cc(C)n4n3)CC2)cc1	0	1	0.1	-6	-4	-1.2	1	33	-6	i
O=C(O)C(Cc1ccccc1-c1ccccc1)C(=O)O	3	2	-0.4	-5	2	1.1	6	11	-9	i
CCN1CCN(CC(O)COCc2ccccc2)CC1 (stereo unspecified)	-4	4	1.1	0	5	/	-5	19	0	/
Cc1ccc(NC(=O)C(c2ccc(Cl)cc2)N2CCOCC2)cc1 (stereo unspecified)	2	2	2.0	1	-9	0.5	1	14	-20	-0.2
CCc1cccc(NC(=O)CN(C)S(=O)(=O)c2cccc3nsnc23)c1	4	5	-0.1	-8	2	/	4	-9	-7	i
CC(=O)N/C(=C\c1ccccc1)C(=O)Nc1ccc(O)cc1	10	3	-0.9	-8	-4	13*	5	13	6	1.4
N#Cc1c(N)sc2c1CCN(CCc1ccccc1)C2	11	-3	-0.9	1	5	/	-2	22	-3	-0.2
CC1=C(C(=O)OC2CCCCC2)C(c2ccc(C)o2)C2=C(CC(C)(C)CC2=O)N1 (stereo unspecified)	-4	0	-0.8	1	6	/	2	6	1	-0.3
Cc1cc(S(=O)(=O)N2CCOCC2)ccc1OCC(=O)NCc1ccccn1	7	-3	-0.6	1	-2	1.6	14	1	6	i
O=C(NC1CCCCC1)c1cc(Cl)nc2ccccc12	2	-1	-1.3	2	6	/	7	2	-18	i
Cc1cc(NC(=O)COC(=O)c2ccc(S(=O)(=O)C(F)F)cc2)n(-c2ccccc2)n1	0	/	-1.1	1	-4	-1.5	1	/	-1	-0.9
O=C(Nc1ccc2nc(-c3cccnc3)[nH]c2c1)c1ccccc1F	-3	-3	0.8	-2	0	/	4	10	-9	i
O=C(O)/C=C\C(=O)Nc1ccc(N2CCN(c3ccc(Cl)cc3)CC2)cc1	1	4	-0.7	-8	3	0.3	1	11	21	2.0
O=C(C(c1ccccc1)c1ccccc1)N1CCN(c2ccccn2)CC1	-7	2	0.5	-3	1	1.1	-28	2	0	i
CN(Cc1cnn(-c2ccccc2)c1)C(=O)c1cccc(S(=O)(=O)Nc2ccccc2F)c1	/	/	/	-5	19	-1.0	6	/	/	-0.4
Cc1ccc(CNC(=O)CS(=O)Cc2nc(-c3ccccc3Cl)oc2C)cc1 (stereo unspecified)	-2	4	0.0	1	15	-0.6	-7	2	-9	i
COc1cc(OC)c(C(=O)OCC(=O)Nc2ccc(S(=O)(=O)N3CCOCC3)cc2)cc1OC	8	/	0.6	-15	-1	0.1	2	/	-11	-0.8
CC(=O)c1ccc(N2CCN(S(=O)(=O)c3ccc4c(c3)CCC(=O)N4)CC2)cc1	/	/	/	-1	-4	0.6	/	/	/	1.0
CN(C)c1cnn(-c2ccccc2)c(=O)c1Cl	-1	-2	-0.1	0	-7	1.9	4	-14	-12	-0.2
Cc1nc(SCC(=O)N2CCN(C(=O)c3cccs3)CC2)c2c(C)c(C)sc2n1	/	/	0.0	1	26	1.3	-4	/	-8	i
O=C(CN1C(=O)NC2(CCc3ccccc32)C1=O)Nc1ccc(Cl)cc1F (stereo unspecified)	/	/	/	-6	-6	0.9	6	/	/	-0.4
COc1ccc(-n2cc(CNCCc3cscn3)c(-c3ccccc3Cl)n2)cc1	2	3	/	/	/	-0.6	0	3	5	/
COc1cc2cc(CN(CCc3ccccc3C)C(=S)NCCCN3CCOCC3)c(=O)[nH]c2cc1OC	-3	0	2.2	-1	8	1.2	3	3	12	-0.3
Cc1ccccc1OCC(=O)NNC(=O)c1cc(S(=O)(=O)N(C)C)ccc1N1CCCC1	-2	5	-1.4	2	-3	0.4	4	-23	4	i
O=C(NC(=S)Nc1c(Cl)cc(Cl)cc1Cl)c1ccccc1	/	/	/	2	5	0.4	2	/	/	1.4
CCOc1ccc(NC(=O)C2CC(=O)N(C)C(=Nc3ccc4c(c3)OCO4)S2)cc1 (stereo unspecified)	-12	-5	5.5	-4	-1	0.3	0	-6	-11	-6.7
CC(=O)c1cc2c(cc1N/C(=N/S(=O)(=O)c1ccc(C)cc1)c1ccccc1)OCO2	4	0	1.9	0	1	/	-1	13	/	3.1
Cc1ccc(-c2nc(SCC(N)=O)c(C#N)c3c2CCCC3)cc1	-8	-1	-0.7	-9	-11	/	0	4	3	-0.6
CC1CCCC(C)N1C(=O)COC(=O)c1ccc(Br)o1 (stereo unspecified)	4	/	-1.8	0	2	1.9	4	/	-3	i
COc1ccc(Cc2nnc(NC(=O)Nc3ccc(F)cc3)s2)cc1OC	-8	4	0.4	1	2	1.6	2	-7	-12	i
O=C(NCc1ccco1)c1cnc2sccn2c1=O	4	-6	1.9	-4	6	0.1	5	32	-12	-0.3

# Among those listed so far, these contain two or more sulfur atoms.
canonical_smiles	Rv3671c protease	3CLpro inhibitor	PfHsp40 yeast	Anthrax LF prot	Y pestis TopoI	TcdB inh	MazF activator	VHR inh abs	PriA SSB inh	BH1578 lux ind
O=S(=O)(NC1CCCCC1)c1ccc(S(=O)(=O)N2CCN3CCCC3C2)cc1 (stereo unspecified)	-8	3	-2.3	3	-2	1.2	-2	28	1	1.6
COc1ccc(/C=C2\SC(=S)N(CCC(=O)Nc3cccc(C(=O)O)c3)C2=O)cc1OC	-7	7	2.4	-5	4	0.6	-4	19	3	-0.6
CC1Sc2ccc(S(=O)(=O)CCC(=O)N3CCN(c4ccccc4)CC3)cc2NC1=O (stereo unspecified)	-9	-5	-0.3	2	16	-1.1	6	16	6	-0.4
CCc1cccc(NC(=O)CN(C)S(=O)(=O)c2cccc3nsnc23)c1	4	5	-0.1	-8	2	/	4	-9	-7	i
Cc1nc(SCC(=O)N2CCN(C(=O)c3cccs3)CC2)c2c(C)c(C)sc2n1	/	/	0.0	1	26	1.3	-4	/	-8	i

# Going on with the list.
canonical_smiles	Rv3671c protease	3CLpro inhibitor	PfHsp40 yeast	Anthrax LF prot	Y pestis TopoI	TcdB inh	MazF activator	VHR inh abs	PriA SSB inh	BH1578 lux ind
O=C(Nc1cccnc1)c1cccc(S(=O)(=O)Nc2ccccc2F)c1	/	/	-0.6	-2	-14	2.0	4	/	-15	-0.9
Cc1ccc(SCc2cc(=O)n3[nH]c(C)nc3n2)cc1	-2	1	0.8	-3	2	/	-6	16	-15	i
COc1ccc(C)cc1NC(=O)CN(C)S(=O)(=O)c1cc(C)ccc1OC	11	0	0.9	-2	13	/	-1	-5	-10	i
CC(=O)c1c(Nc2ccc3c(c2)OCCO3)oc(C)cc1=O	-2	2	0.0	-6	1	-0.2	-3	-16	-5	-0.2
CN1C(=O)c2ccccc2Sc2ccc(NC(=O)NC3CC3)cc21	0	2	-0.6	3	-10	/	1	15	-14	i
CCN(C(=S)NC(=O)C1CC1)c1ccccc1	-11	-3	-0.3	-4	14	-0.4	-8	18	-5	i
COc1cc(C(=O)NCCC(c2ccccc2)c2ccccc2)cc(OC)c1OC	-7	2	-0.9	0	25	-0.4	4	-13	-12	i
CC(C)S(=O)(=O)C/C(N)=N/OC(=O)c1cc(Cl)cc(Cl)c1	7	-1	0.2	-9	1	1.2	0	-9	/	0.3
CC(C)[C@H]1COCCS(=O)(=O)N1Cc1ccccc1-c1cccc(Cl)c1	/	/	2.0	-3	48	0.3	1	/	0	-0.2
